HTRA1 inh – HTRA1 (human) protease inhibition; Q92743; recombinant HTRA1, FP-rhodamine activity-based probe, fluorescence polarization; inhibition, % at 5.96 µM; actives 0.5% (n = 340,000); in the data active = inhibition above about 36%;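 also: 0% = enzyme with DMSO and 100% = wells lacking enzyme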
TDP2 absorb – TDP2 (human) inhibition, absorbance primary screen; O95551; recombinant TDP2, T5PNP hydrolysis, p-nitrophenol absorbance 415 nm; inhibition, % at 12.8 µM; actives 0.34% (n = 370,000); AID 720702;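 active = inhibition above the mean of all tested compounds plus 3 SD, set per campaign, cut at about 25% in these data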;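 also: 0% = DMSO with enzyme and 100% = buffer with substrate but no TDP2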
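Assay system: Recombinant human TDP2 | Quantity: 120 nM TDP2 per well | Incubation: 2 h at 37 °C | Signal: Epi absorbance | Evaluation: Percent inhibition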
TCR CD3 inh – inhibitors of human TCR-CD3 interaction; actives 0.37% (n = 360,000); inhibition, % at 9.4 µM; TAMRA-labeled TCR probe fluorescence, biochemical; AID 651800; in the data active = inhibition above about 19%;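 also: recombinant mutant TCR 2C K166C tagged with TAMRA read by polarization; 0% = receptor in buffer alone and 100% = receptor with positive control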
SIAE inh – human SIAE inhibition, primary screen; actives 0.69% (n = 370,000); SIAE FP-Rh probe binding, fluorescence polarization; inhibition, % at 9.66 µM;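 active = inhibition above a cutoff: mean of compounds within the control limits plus 3 SD of those, cut at about 17% in these data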;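 also: 0% = plate median of compound wells and 100% = probe without SIAE protein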
ABHD4 inh – inhibitors of mouse ABHD4; inhibition, % at 8.92 µM; purified mABHD4, FP-Rh probe fluorescence polarization; actives 0.54% (n = 370,000); Q8VD66;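 active = inhibition exceeding the mean over every tested compound plus 3 SD, cut at about 30% in these data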;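 also: 0% = plate median of compound wells and 100% = S159A mutant with DMSO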
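Assay system: mABHD4 protein; medium: HEPES pH 7.0, NaCl, Pluronic buffer; dosing: 8.92 µM, single dose; schedule: 45 min + 60 min at 25 °C; signal: FP readout, ex 525 nm / em 598 nm; read-out: normalized percent inhibition of probe labeling; repeats: single replicate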
rCAG RNA binder – molecules binding r(CAG) RNA repeats; r(CAG) RNA repeat, TO-PRO-1 dye displacement fluorescence; inhibition, % at 3 µM; actives 1.3% (n = 370,000); AID 651821;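 active = inhibition above the plate cutoff, the mean of all test compounds on that plate plus 3 SD, cut at about 35% in these data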;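 also: 0% = DMSO alone and 100% = 100 µM mitoxantrone as full dye displacement; higher means more dye released from RNA so lower well fluorescence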
PRMT1 FP inh – PRMT1 (human) inhibition, primary screen | recombinant PRMT1, activity-based probe fluorescence polarization | inhibition, % at 2.79 µM | actives 1.3% (n = 370,000) | AID 652257;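 active = inhibition above about 21% made by adding two undisclosed values, limit read from the data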
GC-B act – GC-B (human) receptor activation; P20594; HEK293-GC-B cells, CNP EC30, cGMP TR-FRET; 0% at EC30 CNP, 100% saturating CNP; activation, % at 10 µM; actives 0.11% (n = 370,000); AID 1920062;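 active = activation at 10 µM reaching about 35% in either raw or pattern-adjusted values, limit read from the data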
Target sequence (P20594 whole entry, looked up): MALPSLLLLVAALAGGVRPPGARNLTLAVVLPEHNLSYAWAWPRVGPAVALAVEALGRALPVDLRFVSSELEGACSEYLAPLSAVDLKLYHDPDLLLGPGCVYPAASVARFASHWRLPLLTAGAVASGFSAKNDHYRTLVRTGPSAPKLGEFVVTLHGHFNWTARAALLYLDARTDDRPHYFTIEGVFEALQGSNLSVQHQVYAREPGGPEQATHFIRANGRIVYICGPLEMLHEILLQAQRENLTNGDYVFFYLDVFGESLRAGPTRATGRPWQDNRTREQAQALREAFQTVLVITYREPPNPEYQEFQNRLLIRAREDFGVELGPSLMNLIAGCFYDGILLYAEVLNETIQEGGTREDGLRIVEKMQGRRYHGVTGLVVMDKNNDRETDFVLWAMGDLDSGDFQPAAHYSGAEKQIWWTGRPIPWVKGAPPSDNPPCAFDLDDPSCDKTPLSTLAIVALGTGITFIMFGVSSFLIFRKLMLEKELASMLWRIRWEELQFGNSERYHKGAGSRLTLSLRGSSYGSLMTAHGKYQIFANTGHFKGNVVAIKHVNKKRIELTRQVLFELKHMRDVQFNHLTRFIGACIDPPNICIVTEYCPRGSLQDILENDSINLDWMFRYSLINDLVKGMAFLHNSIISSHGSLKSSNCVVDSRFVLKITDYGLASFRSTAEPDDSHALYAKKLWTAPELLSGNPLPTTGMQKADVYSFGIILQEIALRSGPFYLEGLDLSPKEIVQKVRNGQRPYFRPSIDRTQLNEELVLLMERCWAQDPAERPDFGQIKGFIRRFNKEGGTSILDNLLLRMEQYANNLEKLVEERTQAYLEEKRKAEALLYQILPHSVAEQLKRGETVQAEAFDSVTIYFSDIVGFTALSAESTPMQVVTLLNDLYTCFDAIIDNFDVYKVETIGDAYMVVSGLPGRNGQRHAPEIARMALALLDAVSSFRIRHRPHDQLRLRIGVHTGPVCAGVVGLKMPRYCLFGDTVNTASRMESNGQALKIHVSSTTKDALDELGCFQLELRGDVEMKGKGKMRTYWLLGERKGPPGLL
LEDGF integ inh – blocks HIV-1 LEDGF/p75-dependent DNA integration. TR-FRET IN-LEDGF/p75 DNA integration, Eu/Cy5. inhibition, % at 3.7 µM. actives 0.64% (n = 370,000). AID 743269;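 active = inhibition above the screen-wide mean plus 3 SD, cut at about 13% in these data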;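 also: signal is the Cy5 over europium emission ratio at 671 and 618 nm; 0% = plate median of compound wells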
MBD2 inh – MBD2-methylated oligo binding inhibition; AID 686964; TR-FRET, MBD2 binding to methylated oligonucleotide; inhibition, % at 4.4 µM; actives 0.31% (n = 370,000); Q9UBB5; in the data active = inhibition above about 13%
The depositor's hits bear a star; nt = no result given. An excerpt (hit frequency here may not be typical).

SMILES	HTRA1 inh	TDP2 absorb	TCR CD3 inh	SIAE inh	ABHD4 inh	rCAG RNA binder	PRMT1 FP inh	GC-B act	LEDGF integ inh	MBD2 inh
O=C1CCc2cc(S(=O)(=O)N3CCCC3C(=O)NC3CCCCCCC3)ccc2N1 (stereo not given)	6.5	-0.8	-5.0	7.9	-7.5	1.4	-4.8	6.4	6.5	-4.6
O=C(O)CSC(C(=O)Nc1ccc(C(F)(F)F)cc1)c1ccccc1 (stereo not given)	1.1	-4.4	8.0	-1.2	-1.0	6.0	-3.6	-5.3	2.5	0.8
Nc1[nH]n(-c2ccccc2)c(=O)c1N=Nc1ccc2c(c1)OCCO2	28.4	10.1	5.9	8.6	30.4*	9.2	-0.8	-1.4	4.5	-11.2
CCCCC(=O)Nc1ccc(C(=O)N(CC)c2ccccc2C)cc1	-15.8	9.1	0.1	0.7	5.1	-9.1	1.3	2.4	-2.8	-1.2
CC1=CC(C)(C)N(C)C(=O)N1c1ccc(Cl)cc1	-1.1	4.7	0.7	5.2	0.0	-3.4	0.8	-1.3	-1.5	1.7
COc1ccccc1CN1CN(S(=O)(=O)c2ccccc2)c2nc3ccccc3nc21	-21.9	-18.8	1.9	-1.6	-11.4	24.5	-1.8	-1.6	9.3	-7.5
COc1ccc(/C=N/NC(=O)CNC(=O)c2ccncc2)cc1OC	7.5	12.8	3.9	3.0	2.9	2.4	-3.8	-3.7	-0.4	1.3
CC(C)Cc1ccc(CN2CCCC(NC(=O)CCN3CCCCC3=O)C2)cc1 (stereo not given)	3.2	-3.2	6.7	0.7	4.5	-11.5	-0.7	1.3	-3.2	-3.5
COc1cc(OC)c(CN2CCc3c([nH]c4ccccc34)C2)cc1Br	-18.9	4.4	-3.7	7.1	2.0	-1.8	2.0	-2.1	-4.8	-0.8
O=C([O-])c1cc(-c2ccccc2)cc(-c2ccccc2)[n+]1CCc1ccc(Cl)cc1	-24.9	-13.7	-0.2	-1.1	-5.0	7.6	0.5	-0.7	1.6	-1.1
CSc1ccc(-c2c(C#N)c(N)nc3c2c(C)nn3-c2ccccc2)cc1	0.0	-5.1	3.6	-13.2	-4.0	4.7	-2.2	2.5	-1.9	-5.5
O=C(COC(=O)C1CCC(=O)N1)Nc1ccc(Cl)cc1Cl (stereo not given)	-2.9	-6.0	2.8	-3.0	-1.3	-0.4	0.2	1.3	2.6	0.2
Cc1ccc(N=N/C(=C\O)C(=O)c2ccc(Cl)cc2)cc1	-46.4	4.8	1.2	6.4	-5.7	6.2	0.8	-4.5	1.4	-2.6
Cc1cc(C)c(S(=O)(=O)C(C)C)c(=O)[nH]1	1.5	2.6	0.8	-4.6	-0.9	-2.2	2.2	-1.0	-0.4	7.8
CCOC(=O)c1ccc(Nc2nc(=O)c3cccnc3s2)cc1	-1.3	-5.3	1.7	1.5	5.0	1.3	3.0	-7.7	-1.7	2.4
CCOCCCNC(=O)C(c1ccccc1)N(Cc1cccs1)C(=O)CNC(=O)c1ccccc1 (stereo not given)	5.1	-3.1	-3.2	4.1	-3.1	-6.2	1.2	3.3	-0.1	-1.5
Cc1cc(NC(=O)CSc2nnc(-c3ccccc3F)n2C)no1	6.8	2.9	0.6	3.0	-8.0	2.0	2.5	-0.8	-1.8	5.7
CC1(Cc2ccccc2C#N)C(=O)Nc2cc(-c3ccccc3Cl)ccc21 (stereo not given)	nt	3.6	3.0	6.5	-3.4	4.0	8.4	9.5	-2.2	9.7
COc1cc2nc(N(CCCN(C)C)C(=O)c3ccc(S(=O)(=O)N(C)C4CCCCC4)cc3)sc2cc1OC	-5.3	-17.0	9.4	-9.0	-2.8	-3.8	0.1	-5.9	1.9	1.2
CCc1c(C(=O)N2CCOCC2)csc1C	2.8	11.6	-4.3	-2.4	4.1	0.2	0.0	0.2	-2.0	0.0

A few values from the list.
O=C(COC(=O)C1CCC(=O)N1)Nc1ccc(Cl)cc1Cl (stereo not given) in ABHD4 inh is entered as -1.3
CCCCC(=O)Nc1ccc(C(=O)N(CC)c2ccccc2C)cc1 in TCR CD3 inh is entered as 0.1

Later entries
SMILES	HTRA1 inh	TDP2 absorb	TCR CD3 inh	SIAE inh	ABHD4 inh	rCAG RNA binder	PRMT1 FP inh	GC-B act	LEDGF integ inh	MBD2 inh
COc1ccc(OCc2cc(C(=O)N3CCN(CC4CC4)CC3)no2)c(Cl)c1	-3.0	-15.6	2.4	-3.8	1.3	-8.8	-2.0	-0.6	-1.2	-4.4
Cc1ccc2nc(-c3ccco3)c(Cc3ccsc3)n2c1	nt	4.2	-2.6	3.5	10.8	10.8	35.0*	1.0	-1.0	7.4
COc1ccc(-c2cnnc(N/N=C/c3c(C)nn(-c4ccccc4)c3Cl)n2)cc1	-4.2	-1.4	3.1	-1.1	1.5	1.2	-1.4	-0.6	2.2	-3.0
COc1cccc(OCCSc2nc(C)c(Cc3ccccc3)c(=O)[nH]2)c1	-8.9	4.1	-5.7	-0.7	2.7	-0.9	3.2	-0.2	-0.2	4.6
Cc1nn(-c2cccc(Cl)c2)c2nc(-c3ccco3)cc(C(=O)O)c12	-56.9	9.6	0.8	-28.0	-25.4	71.7*	12.6	-4.2	13.1	1.4
CCOc1ccccc1NC(=O)c1cc(=O)c2ccccc2o1	7.7	4.0	12.3	1.9	4.9	3.3	-0.4	-1.8	4.8	-4.1
COC(=O)c1ccc(C(=O)OC)c(NC(=O)CN2CCN(c3ccccc3OC)CC2)c1	-4.4	13.9	-5.2	0.9	-2.1	-1.7	-2.3	-3.0	2.6	-1.5
CC1(C)CCC[C@]2(C)[C@H]3Cc4cc(O)ccc4O[C@]3(C)CC[C@@H]12	-1.9	-12.0	-1.4	-1.2	-6.1	6.6	4.4	3.7	2.1	-2.6
CC(=O)Nc1ccc(-n2c(C)nc(=O)c(-c3ccccc3)c2C)cc1	1.5	3.4	-1.1	1.8	8.2	-1.9	-3.2	5.8	1.2	4.5
Cc1ccn2c(C(=O)CSc3ccccc3Cl)c(C)nc2c1	-3.3	-2.3	5.0	-2.2	4.9	0.0	0.2	-2.8	-1.3	-4.0
Cc1nn(-c2ccc(F)cc2)c(C)c1/C=C/C(=O)N1CCNC(=O)C1	-11.3	-8.2	-6.2	2.6	-12.7	-0.6	-3.4	-9.9	11.3	-4.7
S=C(NCc1ccccn1)Nc1cccc(Cl)c1	-1.6	-7.3	0.4	5.8	-0.2	2.8	2.1	-2.7	-0.1	-1.1
O=C(NC(=S)Nc1ccc(N2CCOCC2)cc1)c1ccco1	-2.4	6.6	-1.4	6.5	6.2	-4.1	-0.3	0.7	-3.7	4.3
COc1ccc(OC)c(NC(=O)CCNS(=O)(=O)c2cccs2)c1	10.0	-2.6	-5.3	0.4	0.7	-2.3	0.8	4.7	0.2	4.3
O=C(Nc1cc(Cl)ccc1Cl)c1cc(-c2ccco2)on1	-4.8	10.2	-3.1	-4.6	-0.3	10.9	-3.7	-8.2	3.1	3.4
COc1ccc(C2CC(c3ccccc3)=NN2C(=O)COC(=O)/C=C/c2ccc(O)c(OC)c2)cc1 (stereo not given)	-43.6	-15.8	1.6	3.9	-14.0	17.0	-9.0	9.7	3.1	-0.4
CCN1CCCC1CNC(=O)Cn1cnc2ccc(S(=O)(=O)N3CCC(C)CC3)cc2c1=O (stereo not given)	-5.0	3.6	-1.8	-6.0	4.1	6.5	-0.6	5.2	-1.4	-0.9
O=C(NNS(=O)(=O)c1ccccc1)c1cccc([N+](=O)[O-])c1	2.7	10.8	3.5	-1.8	2.7	7.2	2.1	1.8	-1.1	10.4
Cc1ccc(S(=O)(=O)NC(=O)C2(C)CCN2C(=O)c2ccccc2)nc1 (stereo not given)	nt	-0.6	-2.1	0.9	-2.0	1.7	5.7	3.4	-4.6	8.9
N#C/C(=C\c1ccc(F)c(Br)c1)C(=O)NC1CC1	5.6	-2.4	-3.9	-5.0	1.2	2.2	-3.0	-9.3	1.1	-6.0
O=[n+]1c2c(n([O-])c3cc(F)c(N4CCCC4)cc31)CCC2	3.9	-2.4	25.4*	-9.2	9.0	-69.5	35.5*	-3.7	3.9	-23.7
COc1ccc(/C=C(/NC(=O)c2ccco2)C(=O)N2CCc3ccccc32)cc1OC	0.8	0.8	-2.1	2.3	-4.2	-4.7	-2.0	0.8	-4.3	-0.5
Cc1ccc(C)c(S(=O)(=O)N2CCCOC2CNC(=O)C(=O)NCc2ccccc2)c1 (stereo not given)	5.1	3.2	1.6	-7.3	7.1	-3.3	0.4	0.1	0.9	2.2

Structural class: the entries above containing a thiophene ring, fused or not (four)
SMILES	HTRA1 inh	TDP2 absorb	TCR CD3 inh	SIAE inh	ABHD4 inh	rCAG RNA binder	PRMT1 FP inh	GC-B act	LEDGF integ inh	MBD2 inh
CCOCCCNC(=O)C(c1ccccc1)N(Cc1cccs1)C(=O)CNC(=O)c1ccccc1 (stereo not given)	5.1	-3.1	-3.2	4.1	-3.1	-6.2	1.2	3.3	-0.1	-1.5
CCc1c(C(=O)N2CCOCC2)csc1C	2.8	11.6	-4.3	-2.4	4.1	0.2	0.0	0.2	-2.0	0.0
Cc1ccc2nc(-c3ccco3)c(Cc3ccsc3)n2c1	nt	4.2	-2.6	3.5	10.8	10.8	35.0*	1.0	-1.0	7.4
COc1ccc(OC)c(NC(=O)CCNS(=O)(=O)c2cccs2)c1	10.0	-2.6	-5.3	0.4	0.7	-2.3	0.8	4.7	0.2	4.3

Quoted at random: 2 records from the list.
SMILES	HTRA1 inh	TDP2 absorb	TCR CD3 inh	SIAE inh	ABHD4 inh	rCAG RNA binder	PRMT1 FP inh	GC-B act	LEDGF integ inh	MBD2 inh
N#C/C(=C\c1ccc(F)c(Br)c1)C(=O)NC1CC1	5.6	-2.4	-3.9	-5.0	1.2	2.2	-3.0	-9.3	1.1	-6.0
Cc1ccn2c(C(=O)CSc3ccccc3Cl)c(C)nc2c1	-3.3	-2.3	5.0	-2.2	4.9	0.0	0.2	-2.8	-1.3	-4.0

Compounds from the list above containing a COOH group:
SMILES	HTRA1 inh	TDP2 absorb	TCR CD3 inh	SIAE inh	ABHD4 inh	rCAG RNA binder	PRMT1 FP inh	GC-B act	LEDGF integ inh	MBD2 inh
O=C(O)CSC(C(=O)Nc1ccc(C(F)(F)F)cc1)c1ccccc1 (stereo not given)	1.1	-4.4	8.0	-1.2	-1.0	6.0	-3.6	-5.3	2.5	0.8
Cc1nn(-c2cccc(Cl)c2)c2nc(-c3ccco3)cc(C(=O)O)c12	-56.9	9.6	0.8	-28.0	-25.4	71.7*	12.6	-4.2	13.1	1.4

Assay outcomes as filed in PubChem.
